Source: PubChem BioAssay
CRFR2-BP antag – blocks CRF-induced signaling of the CRF-BP/CRF-R2 complex | HEK293 CRF-R2/CRF-BP, CRF-induced calcium fluorescence | inhibition, % at 11.8 µM | actives 0.59% (n = 350,000);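 active = inhibition of the ligand-induced calcium signal above about 50% at the single tested concentration, limit read from the data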
CRFR2-BP ag – CRF-BP/CRF-R2 complex agonism | actives 0.46% (n = 350,000) | AID 588473 | HEK293 CRF-R2/CRF-BP, calcium dye fluorescence (FLIPR); percent of saturating CRF peptide response | activation, % at 13.2 µM;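 active = activation of at least 50%, plus an integration ratio under a set limit after plate pattern correction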;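 also: plate controls were neutral control wells without compound for no effect and CRF at EC100 for full effect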
IDE inh – cellular human IDE inhibition. P14735. actives 0.41% (n = 320,000). HEK cells, FAbetaB cleavage, fluorescence polarization. AID 434962. inhibition, % at 5.59 µM;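 active = percent inhibition above the average of all tested compounds plus 3 SD, set per screening campaign, cut at about 16% in these data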;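 also: IDE supplied by intact live HEK cells; FP after avidin binding of uncleaved biotin substrate so inhibition keeps polarization high; 0% = DMSO wells and 100% = 60 µM reference IDE inhibitor Ii1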
CHRM4 PAM – potentiates acetylcholine response at human M4 receptor. P08173. CHO-K1 hM4/Gqi5, Fluo-8 calcium fluorescence, ACh EC20; 0% = ACh EC20, 100% = maximal ACh. activation, % at 3 µM. actives 0.4% (n = 360,000). AID 624126;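 active = activation above its plate's cutoff, the mean activation of sample wells plus 3 SD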; also: some results filed as inactive read as strong as hits
Target sequence (P08173 whole entry, looked up): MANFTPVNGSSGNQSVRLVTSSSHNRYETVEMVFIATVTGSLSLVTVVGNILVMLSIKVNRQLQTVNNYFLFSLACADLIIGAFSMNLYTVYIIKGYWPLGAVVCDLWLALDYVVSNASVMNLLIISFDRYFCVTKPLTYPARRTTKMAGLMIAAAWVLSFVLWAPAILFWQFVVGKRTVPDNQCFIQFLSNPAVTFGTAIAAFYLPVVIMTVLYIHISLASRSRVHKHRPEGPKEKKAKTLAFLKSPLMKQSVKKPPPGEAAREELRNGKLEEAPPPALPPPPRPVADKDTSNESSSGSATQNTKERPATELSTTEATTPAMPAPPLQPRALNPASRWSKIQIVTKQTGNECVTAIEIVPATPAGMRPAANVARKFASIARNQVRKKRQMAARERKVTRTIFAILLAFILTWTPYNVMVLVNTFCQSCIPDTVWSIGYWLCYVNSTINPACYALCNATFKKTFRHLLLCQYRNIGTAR
PHOSPHO1 inh – blocks human PHOSPHO1 phosphatase activity. recombinant PHOSPHO1, absorbance phosphatase assay. inhibition, % at 13.3 µM. actives 1.1% (n = 290,000). AID 1565; in the data active = inhibition above about 60%
Target sequence (Q8TCT1 whole entry, looked up): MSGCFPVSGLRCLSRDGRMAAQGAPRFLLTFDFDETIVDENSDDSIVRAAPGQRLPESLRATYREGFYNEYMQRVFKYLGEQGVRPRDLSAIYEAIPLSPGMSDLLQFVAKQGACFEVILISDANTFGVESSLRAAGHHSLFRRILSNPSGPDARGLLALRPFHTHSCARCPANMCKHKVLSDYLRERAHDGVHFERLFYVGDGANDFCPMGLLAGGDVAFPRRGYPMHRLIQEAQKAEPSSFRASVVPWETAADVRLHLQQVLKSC
MEKK3 PB1 HTS – MEKK3-MEK5 PB1 interaction, increase or decrease | Q99759 | bead-based flow cytometry, Alexa488-MEK5 binding to MEKK3; actives lie on both sides; 0 = blocked by unlabeled MEK5, 100 = vehicle | binding response (% of control), % at 10 µM | actives 1.4% (n = 290,000);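 active = binding response more than 3 SD above or below the average of its plate-row segment, actives on both sides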;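 also: Alexa488 bead fluorescence after subtracting the streptavidin-only scavenger bead signal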
IDE act – boosts human insulin-degrading enzyme activity in HEK cells | actives 0.073% (n = 340,000) | AID 493087 | activation, % at 5.96 µM | P14735 | FAbeta-B cleavage, fluorescence polarization; 0% vehicle, 100% cell-free pure enzyme wells;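 active = activation above the mean of all tested compounds plus 3 SD, set per screening campaign, cut at about 17% in these data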
GalR3 antagonist – blocks the human galanin receptor 3; O60755; HEK293 GalR3-CNG cAMP membrane potential fluorescence; galR3 body fused to GalR1 C-terminus; inhibition, % at 3 µM; actives 0.44% (n = 360,000);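 active = inhibition above the screen-wide average plus 3 SD, cut at about 13% in these data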;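 also: forskolin and galanin both at EC90 stimulate the cells; cAMP rise reported by CNG channel membrane potential dye signal; 0% = forskolin plus galanin with DMSO and 100% = forskolin alone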
Target sequence (O60755 1-299 limits assumed): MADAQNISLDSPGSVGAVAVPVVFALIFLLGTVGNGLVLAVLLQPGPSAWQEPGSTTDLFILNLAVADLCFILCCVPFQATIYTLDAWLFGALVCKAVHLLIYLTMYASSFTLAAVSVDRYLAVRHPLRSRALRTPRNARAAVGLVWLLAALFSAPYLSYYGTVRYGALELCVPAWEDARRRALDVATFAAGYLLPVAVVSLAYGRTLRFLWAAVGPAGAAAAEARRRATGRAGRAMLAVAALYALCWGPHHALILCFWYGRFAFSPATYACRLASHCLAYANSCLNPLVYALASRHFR
pCIP destab – lowers stability of the mouse p/CIP coactivator protein; Q05BA5; F442A p/CIP-EGFP cells, EGFP fluorescence, 16 h; decrease of EGFP signal, % at 10 µM; actives 0.01% (n = 290,000);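 active = EGFP signal decrease of at least 30% at 10 µM or well 3 SD below plate mean, unless failing retest; inactive = the rest, including hits failing retest or dose response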; also: some compounds called inactive have numbers as strong as hits; many of its hits are not listed in these tables
* hit, by the source's call; nt = not tested or not shown.

SMILES	CRFR2-BP antag	CRFR2-BP ag	IDE inh	CHRM4 PAM	PHOSPHO1 inh	MEKK3 PB1 HTS	IDE act	GalR3 antagonist	pCIP destab
Cc1ccc(CCN2CC(C(=O)NCc3ccco3)CC2=O)cc1 (configuration not stated)	-1.9	-1.2	1.6	-1.1	43.3	102.0	-0.7	0.9	-2.2
O=C(NCc1cccnc1)c1ccc(COc2ccccc2Cl)cc1	-15.7	0.8	1.1	-10.4	33.9	105.0	2.4	-3.9	-10.5
Cc1ccc(OCCC(=O)N(CCC(C)C)c2c(N)n(Cc3ccccc3)c(=O)[nH]c2=O)cc1	4.2	0.6	1.1	1.5	nt	nt	4.4	nt	nt
O=C1CSc2ccc(C(=O)NCCC3=CCCCC3)cc2N1	-24.4	-0.6	1.6	2.4	20.2	102.0	1.7	-7.5	-5.1
COc1ccc(CCNC(=O)c2ccccc2SC)cc1	6.2	-3.9	1.3	-6.1	32.2	91.0	2.3	-1.8	0.6
CCCC(CNC(=O)COC(=O)C1=NNC(=O)CC1)c1ccc(Cl)cc1Cl (configuration not stated)	-6.1	-1.2	-3.5	3.7	nt	nt	6.5	0.5	nt
CC1CN(C(=O)CCC(=O)NCCCc2ccccc2)c2ccccc2O1 (configuration not stated)	22.0	-1.3	-2.1	-2.6	20.2	100.0	3.4	nt	2.2
CCSc1nnc(-c2ccncc2)o1	0.6	2.3	1.0	2.7	51.3	96.0	4.9	-5.1	0.1
COc1ccc2c(c1)CCc1c(C(=O)NCc3cccnc3)noc1-2	-15.6	3.9	5.3	1.2	-17.4	nt	1.5	-7.2	7.9
Cc1ccc(C(C)C)c(OCC(=O)NN=C(CCl)CCl)c1	nt	nt	1.7	nt	-32.8	93.0	nt	nt	-11.2
CCOC(=O)N1CCN(C(=O)CCNS(=O)(=O)c2cc(Br)cnc2N)CC1	11.8	0.5	8.6	9.9	54.2	106.0	-1.7	-2.9	-2.7
COc1cccc(N2CCN(C(=O)c3c(C)nn(-c4ccccc4)c3C)CC2)c1	24.8	-2.0	2.7	6.2	-4.0	93.0	4.2	-3.5	17.4
CCCCn1c(N)c(N(CCOC)C(=O)c2ccc(NC3CC3)c([N+](=O)[O-])c2)c(=O)[nH]c1=O	10.2	1.3	-11.6	4.9	nt	nt	5.3	-3.4	nt
NNc1ccccc1C(F)(F)F	7.6	-0.8	nt	1.2	-53.2	100.0	2.8	-2.8	-11.1
CCOC(=O)c1ccc(NC(=O)c2nc[nH]c2C(=O)N[C@@H](Cc2ccccc2)C(=O)OC(C)(C)C)cc1	1.1	5.6	2.6	0.5	43.6	95.0	3.7	-2.2	-8.0
O=c1[nH]c2cccnc2n(CCNc2ncc(C(F)(F)F)cc2Cl)c1=O	-5.8	3.8	2.8	0.2	28.0	106.0	0.7	-7.0	-4.0
COC(=O)/C(=C/c1ccco1)NC(=O)c1ccc(Br)o1	10.9	-0.1	3.4	0.5	6.2	87.0	3.9	-2.4	-18.0
Cc1c(NCc2nc3ccccc3[nH]2)c(=O)n(-c2ccccc2)n1C	-2.0	-0.1	-0.6	13.9	1.0	88.0	3.8	-8.6	-2.4
CC1(C)OC2CCN3C(C(O)COS3(=O)=O)C2O1 (configuration not stated)	3.6	-0.3	2.0	8.3	-18.6	103.0	6.3	-5.0	6.4
Cc1sc2nc(CSCC(=O)Nc3ccccc3C#N)[nH]c(=O)c2c1C	-0.1	4.3	2.3	37.9*	-2.4	98.0	2.3	-10.8	3.0
O=C(Cn1cnc2ccccc2c1=O)NCC(=O)N1CCN(Cc2ccc3c(c2)OCO3)CC1	2.4	1.4	4.3	-3.4	-22.8	105.0	0.1	-3.5	-6.1
Cc1ccc(-n2nc3c(=O)n(CC(=O)NCCc4ccccc4C)nc(C)c3c2C)cc1	-0.1	-0.4	0.1	0.3	1.5	98.0	10.0	-10.4	3.7
Cc1cccc(NC(=O)c2sc(C)nc2C)c1	-27.1	-0.2	-1.0	9.0	7.8	97.0	0.0	-3.7	-7.1
COc1ccc(-c2ocnc2C(=O)Nc2ccc(N3CCOCC3)cc2N2CCOCC2)cc1OC	-1.7	-0.9	1.7	2.5	-4.1	99.0	2.1	-3.4	-4.2
COc1ccc(CCNC(=O)COC(=O)c2ccccn2)cc1	26.5	4.8	6.0	3.7	nt	nt	-3.3	-0.8	nt
CC(=O)c1ccc(NC(=O)c2cc(CC(C)C)nc3ccccc23)cc1	1.6	-2.6	nt	-10.4	13.9	99.0	0.6	-10.4	9.9
CCOC(=O)C(C(=O)OCC)C1CCS(=O)(=O)C1 (configuration not stated)	-6.0	5.9	1.5	7.5	8.7	93.0	3.2	-1.5	7.3
COC(=O)c1cncc(C)c1	-11.1	-0.2	5.5	-6.1	43.6	94.0	0.5	-2.7	-3.8
COC(CNc1ncnc2sc(-c3ccccc3)cc12)OC	-12.0	-0.6	13.7	0.7	28.4	101.0	-3.1	-13.2	-2.2
Cc1ccc(NC(=O)c2cc(-c3ccccc3)nn2-c2ccccc2)cc1	17.6	10.1	-2.9	10.2	-6.6	105.0	4.9	-1.9	-4.3

Structures shown so far that contain an aryl thioether with sulfur outside any ring, in the order listed:
SMILES	CRFR2-BP antag	CRFR2-BP ag	IDE inh	CHRM4 PAM	PHOSPHO1 inh	MEKK3 PB1 HTS	IDE act	GalR3 antagonist	pCIP destab
COc1ccc(CCNC(=O)c2ccccc2SC)cc1	6.2	-3.9	1.3	-6.1	32.2	91.0	2.3	-1.8	0.6
CCSc1nnc(-c2ccncc2)o1	0.6	2.3	1.0	2.7	51.3	96.0	4.9	-5.1	0.1

The list continues.
SMILES	CRFR2-BP antag	CRFR2-BP ag	IDE inh	CHRM4 PAM	PHOSPHO1 inh	MEKK3 PB1 HTS	IDE act	GalR3 antagonist	pCIP destab
Cc1ccc(C(=O)COC(=O)c2cccs2)cc1	23.7	-0.6	-2.6	1.1	-16.7	105.0	4.1	-4.0	7.0
Cc1ccc(C(=O)C(C)OC(=O)Cc2c[nH]c3ccccc23)cc1 (configuration not stated)	10.4	-1.1	-4.8	2.1	nt	nt	3.5	-1.9	nt
COC(=O)c1ccc2cc(OC)cc([N+](=O)[O-])c2n1	7.5	-1.7	nt	1.4	nt	nt	-1.6	-2.9	nt
Cc1nc2ccc(NC(=O)C3CCN(S(=O)(=O)c4cccs4)CC3)cc2s1	-11.3	-1.1	-7.8	-2.5	18.4	100.0	3.2	-4.3	5.0
CCCSc1nc(C)c(C(C)=O)cc1C#N	43.6	-1.8	2.0	5.5	-1.3	108.0	6.2	nt	4.5
O=C(CCCN1C(=O)C2CC=CCC2C1=O)Nc1cccc(F)c1 (configuration not stated)	-1.5	-1.3	-2.8	1.3	41.4	106.0	5.6	-1.8	-3.2
CC(=O)NC(Cc1c[nH]c2ccccc12)C(=O)NCc1ccc2c(c1)OCO2 (configuration not stated)	2.0	1.0	1.9	15.1	-20.9	86.0	8.2	-0.2	2.9
C=CCN(C(=O)c1csnn1)C(C(=O)NCc1ccc(F)cc1)c1ccccc1F (configuration not stated)	-15.7	0.3	3.4	-13.5	30.4	102.0	5.4	2.7	8.1
COc1cccc(-c2ccc3c(c2)C2CC3CCN2C(=O)c2ccc(Cl)cc2)c1 (configuration not stated)	-2.6	1.2	nt	-6.1	nt	nt	1.2	-9.0	nt
CC1CN(C(=O)CCc2ccccc2)C(C)CN1C(=O)CCc1ccccc1 (configuration not stated)	-30.2	2.4	1.5	4.1	33.8	98.0	10.6	-5.8	-3.9
Cc1ccnc(NC(=O)c2ccc(S(=O)(=O)N3CCC(C)CC3)cc2)c1	-7.7	0.3	3.3	-2.4	nt	nt	2.8	-4.2	nt
CC(=O)c1cccc(CN2CCCC(CCC(=O)NCc3ccc(F)c(F)c3)C2)c1 (configuration not stated)	-11.9	3.5	2.3	-13.3	23.0	96.0	0.9	-2.9	-17.1
Cc1ccccc1NC(=O)OCCN1CCN(Cc2ccccc2)CCC1=O	1.1	-1.3	-3.6	4.3	-13.5	97.0	4.3	-3.8	-6.8
CCOc1ccc(Br)cc1S(=O)(=O)Nc1nc(CN2CCOCC2)nc2sc(C)c(C)c12	-3.2	3.3	3.9	10.0	26.1	107.0	6.6	2.5	-1.9
CNC(=O)CN(c1cc(OCCOC)c(Cl)cc1Cl)S(=O)(=O)c1ccc(OC)cc1	6.4	-1.0	-0.4	-0.6	35.8	93.0	0.5	-1.8	-2.7
CN1CCN(C2=C(Cl)C(=O)N(c3ccc(Cl)cc3)C2=O)CC1	4.9	1.0	0.0	0.6	-1.5	108.0	2.9	nt	-8.1
CCCSc1nnc2nc(C)cc(C)n12	-9.6	1.4	-1.9	4.4	0.7	103.0	2.9	1.2	-1.6
CN(C)S(=O)(=O)Oc1ccsc1C(=O)Nc1cccc(Cl)c1	-6.1	-0.1	6.8	-0.5	7.2	94.0	-3.3	-2.5	15.9
N#Cc1nc(-c2ccc(Cl)cc2)oc1NCc1ccco1	-4.3	0.0	-2.3	-3.8	-3.7	97.0	3.7	-6.4	-2.3
O=C(NC1CC1)C1CCN(C2CCN(C(=O)Cc3ccc4c(c3)OCO4)CC2)CC1	-7.1	-0.7	1.2	-5.4	-0.8	105.0	5.0	-5.5	0.5
CCCCn1c(NC(=O)c2ccco2)c(S(=O)(=O)c2ccc(C)cc2)c2nc3ccccc3nc21	1.5	15.4	nt	-11.4	-2.6	93.0	-5.5	-4.4	-12.6
Cc1ccccc1CN1CCC(CNC(=O)C2CCCN(c3ncnc4c3nc3n4CCCCC3)C2)CC1 (configuration not stated)	-11.5	-0.6	4.0	-21.7	12.7	99.0	-4.6	4.0	-7.3
CCC(=O)N1c2ccccc2NC2=C(C(=O)CC(C)(C)C2)C1c1ccc(O)c(OC)c1 (configuration not stated)	-8.9	7.2	0.0	-0.1	nt	100.0	3.8	-3.0	3.8
CCC(C)NC(=O)C(Cc1ccccc1)n1cccc1 (configuration not stated)	3.2	-1.6	3.9	4.4	38.3	106.0	3.2	nt	1.5
O=S(=O)(Nc1nc2c(s1)CCCC2)c1ccc(F)cc1	18.8	-2.0	2.0	-1.2	12.1	100.0	0.3	-7.5	2.2
N#CC(Cc1cc2ccccc2n1S(=O)(=O)c1ccccc1)OCc1ccccc1 (configuration not stated)	12.6	1.4	nt	-5.1	nt	nt	1.3	-5.7	nt
CSc1n[nH]c(NCc2ccc(C)cc2)n1	-7.2	0.7	0.9	13.4	-3.5	99.0	-1.6	-1.1	-0.4
O=c1[nH]c2ccccc2nc1-c1cccs1	17.4	-1.4	0.8	12.1	25.5	102.0	2.6	-3.2	-91.7
CSCCC(NC(=O)c1ccc([N+](=O)[O-])cc1Cl)C(=O)OC1CCCCC1=O (configuration not stated)	12.9	1.5	2.3	-7.5	7.5	103.0	4.2	2.8	-13.7
COc1ccccc1NS(=O)(=O)c1cccc(C(=O)N/N=C/c2ccc(NC(C)=O)cc2)c1	4.6	0.7	-0.9	-8.6	25.6	72.0	3.4	-6.3	-5.2
Cc1cc(C)c(-c2c(O)c3c(n(C)c2=O)CC(C)(C)CC3=O)c(C)c1	35.9	-2.2	0.0	-4.4	4.5	92.0	1.1	0.9	6.9

Look-ups from the results shown.
C=CCN(C(=O)c1csnn1)C(C(=O)NCc1ccc(F)cc1)c1ccccc1F (configuration not stated) in CHRM4 PAM has -13.5
CCCC(CNC(=O)COC(=O)C1=NNC(=O)CC1)c1ccc(Cl)cc1Cl (configuration not stated) in IDE inh has -3.5
COc1ccccc1NS(=O)(=O)c1cccc(C(=O)N/N=C/c2ccc(NC(C)=O)cc2)c1 in GalR3 antagonist has -6.3
